SIRT5 block: sirtuin-5 (human) deacylase inhibition; Q9NXA8; Purified SirT5, succinyl-peptide AMC, trypsin-coupled fluorescence; inhibition, % at 15 µM; hit rate 1.1% among 330,000; AID 652115; in the data active = inhibition above about 15%; inconclusive = no clear call, values can overlap the other calls
Target sequence (Q9NXA8 whole entry, looked up): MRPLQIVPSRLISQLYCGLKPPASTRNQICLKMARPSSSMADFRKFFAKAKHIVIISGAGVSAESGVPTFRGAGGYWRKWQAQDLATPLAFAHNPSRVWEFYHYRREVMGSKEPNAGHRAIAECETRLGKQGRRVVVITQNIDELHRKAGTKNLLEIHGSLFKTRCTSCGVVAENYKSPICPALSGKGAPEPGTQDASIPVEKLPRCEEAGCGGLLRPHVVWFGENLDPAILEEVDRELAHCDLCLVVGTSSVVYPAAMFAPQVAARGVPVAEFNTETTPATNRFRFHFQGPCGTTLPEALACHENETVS
EWS-Fli inh: blocks EWS/Fli oncoprotein-driven transcription | inhibition, % at 12.6 µM | AID 651661 | hit rate 0.67% among 350,000 | A673 NR0B1-luciferase reporter, viability-normalised;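 active = mean inhibition of at least 50% after viability correction, with every replicate also passing that limit; inconclusive = mean reaches 50% but only one of two replicates passes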;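 also: firefly luciferase signal divided by Alamar Blue viability fluorescence both relative to DMSO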
Casp6 inh: inhibitors of human caspase-6. hit rate 0.53% among 350,000. inhibition, % at 12.5 µM. P55212. purified caspase-6, Z-VEID-R110 cleavage fluorescence;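 active = mean inhibition across replicates at least about 35%, with every replicate also reaching that limit, limit read from the data; inconclusive = only one of the two criteria met; inactive = neither criterion met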;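 also: 0% = median of neutral control wells and 100% = no fluorescence left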
Target sequence (P55212 24-179 limits assumed): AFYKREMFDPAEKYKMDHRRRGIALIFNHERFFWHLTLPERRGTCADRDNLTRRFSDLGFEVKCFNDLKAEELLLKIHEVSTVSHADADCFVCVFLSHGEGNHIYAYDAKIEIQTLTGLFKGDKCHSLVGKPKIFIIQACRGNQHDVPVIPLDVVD
Target sequence (P55212 194-293 limits assumed): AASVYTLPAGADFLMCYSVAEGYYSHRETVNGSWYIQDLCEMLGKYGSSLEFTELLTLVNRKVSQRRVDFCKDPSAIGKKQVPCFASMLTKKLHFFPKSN
LGR2 inh: Drosophila LGR2 receptor signaling inhibition | AID 720647 | inhibition, % at 9.99 µM | HEK293 LGR2, CRE-luciferase, bursicon-stimulated, 4 h | hit rate 0.35% among 380,000;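 active = drop in luminescence signal, shown as inhibition above about 50% in the replicate tests, limit read from the data, passing the limit was not always enough; inconclusive = probably only some replicates passing the limit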;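 also: agonist challenge used bursicon conditioned medium at about half maximal strength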
PAX8 reporter: inhibitors of PAX8 transcriptional activity in RMG-I cells. RMG-I TPO-luciferase reporter, SteadyGlo, 24 h. inhibition, % at 12.6 µM. hit rate 1.2% among 360,000;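 active = mean replicate inhibition at least 60% with every replicate also reaching 60%; inconclusive = only one of the two criteria is met; inactive = mean below 60% and not all replicates reaching 60%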;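 also: luciferase light reporting Pax8 driven TPO promoter activity; plate controls were median of neutral control wells for no effect and mitoxantrone controls for full effect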
DENV2 CPE rescue: protects cells from dengue virus 2 cytopathic effect. DENV2-infected cells, cytopathic effect rescue, plate reader. CPE inhibition, % at 9.99 µM. hit rate 1.7% among 350,000; in the data active = CPE inhibition above about 20%, passing the limit was not always enough; inconclusive = no clear call, values can overlap the other calls; tested in BHK-21 cells;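 also: 0% = median of neutral control wells and 100% = median of positive control wells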
ARNT TACC3 PPI: ARNT/TACC3 interaction disruption | Q9Y6A5 | AlphaScreen His-ARNT PAS-B/GST-TACC3 binding, luminescence; TACC3 fragment carries E629A point mutation | inhibition, % at 9.99 µM | hit rate 0.66% among 390,000 | AID 623870;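 active = mean inhibition of replicates at least 50% and at least half of replicates each reaching 50%; inconclusive = half or more replicates reach 50% but mean below 50%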;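 also: 0% = complete ARNT plus TACC3 wells and 100% = ARNT alone without TACC3; many hits fall short of the cut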
* hit, by the source's call; ? = inconclusive; nt = not tested or not shown; & = joins results of further samples; ! = repeats disagree.

Molecule | EWS-Fli inh | ARNT TACC3 PPI | Casp6 inh | SIRT5 block | LGR2 inh | PAX8 reporter | DENV2 CPE rescue
OCCC1CN(Cc2nc3ccccc3s2)CCN1C1CCCCC1 (stereo not given) | 1 | 0 | 3 | -3 | 3 | 4 | 19
C[C@H]1CN([C@@H](C)CO)C(=O)c2cccc(NS(=O)(=O)c3cccs3)c2O[C@H]1CN(C)Cc1ccc(C(=O)Nc2ccccc2N)cc1 | nt | nt | -5 | 6 | 11 | 22 | 3
Cc1ccc(-c2n[nH]c(=O)c3ccccc23)cc1S(=O)(=O)Nc1ccc(F)cc1 | 12 | -10 | 0 | -6 | 5 | 32 | -1
CC=Cc1ccc2n(c1=O)C[C@H]1[C@H](CO)[C@@H](C(=O)NCc3ccccc3)N(Cc3cncnc3)[C@@H]21 (mixture of isomers) | 2 | -4 | 0 | 1 | 0 | nt | 0
C[C@@H]1CN([C@@H](C)CO)C(=O)Cc2cc(NC(=O)Cc3cn(C)c4ccccc34)ccc2O[C@@H]1CN(C)S(=O)(=O)c1ccccc1 | 9 | -1 | 0 | 1 | -1 | 13 | -10
O=C1NN(c2ccc(F)cc2)C(=O)/C1=C\C=C\c1ccco1 | nt | -1 | nt | nt | -11 | 10 | nt
COc1ccc(C)cc1N(CC(=O)NC(C)c1ccccc1)S(C)(=O)=O (stereo not given) | 14 | -2 | 0 | -2 | 3 | 21 | 8
C[C@@H]1CCCCO[C@H](CN(C)S(=O)(=O)c2ccc(Cl)cc2)[C@H](C)CN([C@@H](C)CO)C(=O)c2cc(NS(=O)(=O)c3cn(C)cn3)ccc2O1 | -8 | 0 | 2 | 11 | -5 | 19 | 3
CCC(CO)Oc1cc(NC(=O)c2ccccc2F)c2ncn(C(C)C)c2c1 (stereo not given) | 0 | 37&5 | 14 | nt | -4 | -9 | -1
C[C@H](CO)N1C[C@H](C)[C@H](CN(C)C(=O)CCC(F)(F)F)OCCCC[C@H](C)Oc2ccc(NS(=O)(=O)c3ccccc3)cc2C1=O | 0 | 0 | -4 | 7 | nt | 3 | 13
Cc1ccccc1OCc1csc(N)n1 | -13 | -5 | 0 | -4 | -40 | 16 | 2
COc1ccc(/C=C2\N=C(c3ccc(C)cc3)OC2=O)cc1 | 3 | 3 | 0 | -2 | 13 | -2 | 4
CNC[C@@H]1Oc2ccc(NS(=O)(=O)c3ccc(Cl)cc3)cc2C(=O)N([C@H](C)CO)C[C@@H]1C | -9&-7 | 0&10 | 2 | -4 | -17&7 | -32 | 39*!
O=C(CN1CCN(c2ccccc2)CC1)NCc1ccc(F)cc1 | 7 | -5 | 0 | -1 | 6 | -3 | ?
Cc1c(Br)c([N+](=O)[O-])nn1CCCC(=O)NC(C)c1ccccc1 (stereo not given) | 13 | 6 | 2 | -1 | 10 | 11 | 11
COc1ccc(S(=O)(=O)Nc2cccc3c2O[C@@H](CN(C)C(=O)Nc2ccccc2)[C@H](C)CN([C@H](C)CO)C3=O)cc1 | 2 | 4 | -2 | 2 | -8 | -10 | nt
C1CC(=NN=C2CCSCC2)CCS1 | 2 | 1 | -3 | -6 | 21 | -5 | 15
CC1CCCC(NC(=O)CN2C(=O)NC(c3ccccc3)(c3ccccc3)C2=O)C1C (stereo not given) | 15 | 2 | 4 | 0 | 11 | 29 | 2
Cc1ccc(C(=O)C2=C(O)C(=O)N(c3ncccn3)C2c2ccc(F)cc2)o1 (stereo not given) | 1 | 5 | 3 | -6 | 5 | -2 | 3
CC(=O)c1c(C)nn(C(=O)c2cccs2)c1C | 2 | -3 | 1 | 0 | -27 | 0 | 0
COc1cccc(C(=O)NC2CCN(CC(=O)Nc3cccc(C)c3C)CC2)c1 | 1 | 1 | -5 | -4 | 12 | 4 | -3
CC[C@@H](C)[C@H](NC(=O)CNC(=O)Cc1c(C)c2c(cc(C)c3c(C)coc32)oc1=O)C(=O)O | 0 | 21 | -1 | -11 | 7 | -1 | -3
C[C@H](CO)N1C[C@H](C)[C@@H](CN(C)C(=O)Nc2ccc(C(F)(F)F)cc2)Oc2cc(-c3ccncc3)ccc2S1(=O)=O | 3 | -1 | 1 | 0 | 4 | nt | -8
Cc1cccc(NC(=O)NNC(=O)c2ccc3ccccc3c2O)c1 | nt | 0 | 3 | 4 | 11 | 5 | -9
O=C(O)CC1=C(Nc2ccccc2)C(=O)N(c2ccccc2)C1c1ccc(F)cc1 (stereo not given) | -56 | 5 | -1 | -4 | nt | -119 | 12

Three entries out of the list, sorted by count of non-hydrogen atoms, largest number first.
Molecule | EWS-Fli inh | ARNT TACC3 PPI | Casp6 inh | SIRT5 block | LGR2 inh | PAX8 reporter | DENV2 CPE rescue
C[C@@H]1CN([C@@H](C)CO)C(=O)Cc2cc(NC(=O)Cc3cn(C)c4ccccc34)ccc2O[C@@H]1CN(C)S(=O)(=O)c1ccccc1 | 9 | -1 | 0 | 1 | -1 | 13 | -10
COc1cccc(C(=O)NC2CCN(CC(=O)Nc3cccc(C)c3C)CC2)c1 | 1 | 1 | -5 | -4 | 12 | 4 | -3
CC(=O)c1c(C)nn(C(=O)c2cccs2)c1C | 2 | -3 | 1 | 0 | -27 | 0 | 0

The listing picks up with the 6 entries that preceded the break.
Molecule | EWS-Fli inh | ARNT TACC3 PPI | Casp6 inh | SIRT5 block | LGR2 inh | PAX8 reporter | DENV2 CPE rescue
CC(=O)c1c(C)nn(C(=O)c2cccs2)c1C | 2 | -3 | 1 | 0 | -27 | 0 | 0
COc1cccc(C(=O)NC2CCN(CC(=O)Nc3cccc(C)c3C)CC2)c1 | 1 | 1 | -5 | -4 | 12 | 4 | -3
CC[C@@H](C)[C@H](NC(=O)CNC(=O)Cc1c(C)c2c(cc(C)c3c(C)coc32)oc1=O)C(=O)O | 0 | 21 | -1 | -11 | 7 | -1 | -3
C[C@H](CO)N1C[C@H](C)[C@@H](CN(C)C(=O)Nc2ccc(C(F)(F)F)cc2)Oc2cc(-c3ccncc3)ccc2S1(=O)=O | 3 | -1 | 1 | 0 | 4 | nt | -8
Cc1cccc(NC(=O)NNC(=O)c2ccc3ccccc3c2O)c1 | nt | 0 | 3 | 4 | 11 | 5 | -9
O=C(O)CC1=C(Nc2ccccc2)C(=O)N(c2ccccc2)C1c1ccc(F)cc1 (stereo not given) | -56 | 5 | -1 | -4 | nt | -119 | 12
O=C(COc1cccnc1[N+](=O)[O-])NCCc1ccc(Cl)cc1 | 3 | -3 | 0 | 3 | -8 | 6 | 9
CCC(=O)N1CC[C@H]2[C@@H]1c1cc(-c3ccc(F)cc3)ccc1N(C)[C@H]2CO | 1 | 8 | -1 | 0 | -2 | 1 | -10
O=C(COC(=O)C1CC1)Nc1ccc2c(c1)OCO2 | -7 | 3 | -1 | 2 | 2 | -6 | -4
CC1CN(C(C)C)C(=S)N(c2ccccc2)C1=O (stereo not given) | -13 | -8 | -1 | -4 | 4 | nt | -5
Cc1cccc(NC(=O)CN2C(=O)N/C(=C/c3ccc(-c4cccc(C(=O)O)c4C)o3)C2=O)c1 | -1 | -3 | 13 | 0 | -25 | -1 | -5
CCOCc1c(C(=O)NCc2ccccc2CN2CCCC2)oc2ccccc12 | 2 | 2 | -6 | -2 | nt | 14 | 1
O=C1C=C(c2ccccc2)CC(/C=C/c2ccccc2)C1 (stereo not given) | nt | -6 | nt | nt | -11 | -9 | nt
CN(CC(=O)Nc1ccc(F)c(F)c1F)C(=O)C1CCC1 | 0 | 0 | 0 | -1 | -6 | -4 | -1
CC(CNC(=S)Nc1cc(F)cc(F)c1)CSc1ccc(Cl)cc1 (stereo not given) | 10 | -1 | 1 | 0 | 12 | -158 | -9
Cc1ccc(S(=O)(=O)N2CCCCC2)cc1C(=O)NCc1ccncc1 | 4 | -2 | -2 | 1 | 9 | -22 | 5
C[C@@H]1CCCCO[C@@H](CN(C)S(C)(=O)=O)[C@H](C)CN([C@@H](C)CO)C(=O)c2cc(NC(=O)C3CCCCC3)ccc2O1 | 0 | -5 | 25 | -1 | -3 | 3 | ?
C[C@@H]1CCn2cc(nn2)COC[C@@H](Cc2ccccc2)NC1=O | 0 | nt | -5 | 0 | 3 | 1 | -4
O=C(C1CCCC1)N1C[C@@H]2N[C@H](C1)C2c1ccc(-c2ccncc2)cc1 (stereo not given in full) | 0&25 | nt | -7 | -4 | 6&-6 | 4&-15 | -3&-4
Cc1cc(C)cc(NC(=O)CCCn2nc(C)c3c(C)n(-c4ccccc4)nc3c2=O)c1 | nt | -2 | 5 | 2 | 22 | 10 | -2
C[C@H](CO)N1C[C@H](C)[C@H](CN(C)C(=O)C2CCCCC2)Oc2ncc(C#Cc3cccc(F)c3)cc2C1=O | 4 | 1 | -4 | 5 | 16 | nt | 16
CC(C)(C)c1ccc(OCC(O)CN(CCO)CC(O)Cn2ccc3ccccc32)cc1 (stereo not given) | 1 | -6 | -2 | 0 | -19 | -4 | -2
Cc1cc(C)cc(NC(=S)NCCN(C2CCCCC2)C2CCCC2)c1 | 1 | 9 | 1 | 0 | 17 | -4 | -5
O=C(COc1cccc(C(F)(F)F)c1)NNC(=O)c1ccc(=O)[nH]c1 | -2 | -5 | 1 | -5 | -7 | 15 | 1
CCOc1ccc(CC(=O)OCc2cc(=O)n3cc(Br)ccc3n2)cc1 | -83 | 3 | 1 | -5 | 7 | -4 | nt
O=C(N[C@H]1CC[C@H](CCn2cc(C3CC3)nn2)O[C@@H]1CO)c1cccnc1 | -3 | -23 | 1 | 0 | 3 | 0 | -5
Cc1cccc(C)c1NC(=O)CN(C)C(=O)CN1C(=O)NC2(CCCC2)C1=O | -3 | -2 | 3 | 0 | 23 | -5 | 3
CN=C(C)/C(C(=O)OC)=C(/O)c1c(F)cccc1F | 8 | -5 | -4 | -6 | 0 | 0 | 2
CNC(=O)C[C@H]1CC[C@@H]2[C@@H](COc3ccc(NC(=O)c4ccc5c(c4)OCO5)cc3C(=O)N2C)O1 | -38 | 3 | nt | nt | -8 | 1 | -2
Cc1cc(CN(C)C(=O)c2ccc(OC3CCN(Cc4ccccn4)CC3)cc2)on1 | nt | 4 | -5 | 1 | -7 | 5 | -2
NC(=O)C(C1=CCCCC1)c1ccccc1 (stereo not given) | -63 | -23 | 1 | nt | -19 | -1 | 18
Cc1nc(SCC(=O)N2CCNC2=O)c2ccccc2n1 | 5 | 0 | -2 | nt | 4 | 30 | 13
COc1cccc(C(C)(O)c2nc(-c3ccccc3)cs2)c1 (stereo not given) | 14 | nt | 0 | -2 | 12 | -9 | 4
COc1ccc([N+](=O)[O-])cc1N(CC(=O)NCC1CCCO1)S(C)(=O)=O (stereo not given) | nt | -10 | nt | nt | -7 | -6 | nt
